# BRCA1 expr act = increases BRCA1 expression; MCF7-BRCA1-FFLuc reporter, luminescence, 48 h; response scale: scaled: vehicle 0%, 10 µM genistein 100%; Potency, µM (titrated, usually from 46.1 µM), for inactives: top-dose activation, actives largely listed as activators; 380,000 compounds, 1.1% hits; AID 624202; note: potency is the fitted concentration of half-maximal effect; nearly all actives have a fitted effect of over 80% in size; some results filed as inactive show a strong effect at the top dose
#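 Reporter cells (MCF7, BRCA1 promoter-firefly luciferase) received library compounds across a concentration series for 48 h. End-point luminescence was measured and concentration-effect curves derived after normalization.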
# TSG101-PTAP inh = blocks PTAP/TSG101 interaction to inhibit HIV-1 budding; Q99816; Fluorescence polarization, FITC-PTAP peptide / Tsg101 binding; Potency, µM (doses to about 115 µM), inactives show at the top dose activity change, negative = inhibition, usual class: inhibitors; 340,000 tested, under 10 active; AID 493005; active = well fitted inhibition curve with a large enough effect in the main read-out, with a control signal flat, not every such curve was filed as active; inconclusive = small, poorly fitted or top-dose-only effect, or effect the other way, or a change in a side signal; inactive = no such curve, though single readings can be large or run the other way; note: potency is the fitted concentration of half-maximal effect; % of control where 0% means no effect
#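 Tsg101 binding domain (10 uM final) was mixed with compound and a FITC-labeled PTAP peptide (50 nM final) in HEPES pH 7.5 buffer with NaCl, Tween 20, EDTA and TCEP; fluorescence polarization was read after 20 min at r.t.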
# Integrin act MD = activators of alpha7 integrin expression for muscular dystrophy; alpha7betagal myoblasts, beta-gal FDG fluorescence, 48 h; Potency, µM (titrated, usually from 38.3 µM), inactives show at the top dose activation, most hits filed as activators; 350,000 compounds, 0.064% hits; AID 624291;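 note: potency is the fitted concentration of half-maximal effect; 100% = response of the positive control SU9516; nearly all actives have a fitted effect of over 60% in size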
#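 Alpha7betagal+/- myoblasts (passage 13) were plated 16-24 hr, then exposed to compounds (1:260 dilution of DMSO stock) for 48 hours at 37C. After MPER lysis, β-galactosidase reporter activity was read as FDG fluorescence (ex 480/em 540) after 30 minutes.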
# B2AR arrestin = beta2AR (human) beta-arrestin recruitment activity. P07550. beta-arrestin recruitment to beta2AR, cell-based reporter. Potency, µM (doses to about 46.1 µM), for inactives: top-dose activation, usual class: activators. 330,000 compounds, 0.02% hits. AID 492947;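 note: potency is the fitted concentration of half-maximal effect; 0% = DMSO controls and full agonism = EC100 isoproterenol or metaproterenol; nearly all actives have a fitted effect of over 65% in size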
# AT treatment = potential ataxia-telangiectasia treatments restoring KAP-1 phosphorylation | […] A-T fibroblasts, KAP-1 phosphorylation AlphaLISA; neocarzinostatin DNA damage 30 min before lysis | Potency, µM (doses to about 57.5 µM), for inactives: top-dose activation, most hits filed as activators | 320,000 compounds, 0.19% hits; note: potency is the fitted concentration of half-maximal effect; % of control where 0% means no effect; nearly all actives have a fitted effect of over 45% in size
#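 hTERT-immortalized A-T patient fibroblasts ([…]), 500 cells/well in OPTI-MEM, 1% FBS, got compounds for 60 min, then NCS for 30 min at 37C. Lysates were then assayed for phospho-KAP-1 by AlphaLISA (anti-pKAP1 donor, anti-KAP1 acceptor beads), 6 hr at 25C.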
# ELG1 DNA repair = blocks ELG1-dependent DNA repair in HEK293T cells; Potency, µM (top dose mostly 46.1 µM), for inactives: at the highest dose activity change, negative = inhibition, usual class: inhibitors; HEK293T ELG1-luciferase reporter, luminescence, 16 h; DNA damage induced by 5-fluorouridine; AID 504467; 330,000 compounds, 2.3% hits; note: potency is the fitted concentration of half-maximal effect; % is set by controls: 0 for no effect and ±100 for the full control effect; nearly all actives have a fitted effect of over 55% in size
#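 Cells (2,000 per well) received 5-fluorouridine plus test compound or DMSO and were incubated 16 hr at 37 °C, 5% CO2. Luciferase activity was read by luminescence 30 min after ONE-Glo addition; signal suppression marked inhibition of damage-induced ELG1 function.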
# TCR activator = T cell receptor activation; primary human leukocytes, anti-CD3, IL-2 HTRF, 48 h; Potency, µM (series often up to 9.22 µM), for inactives: top-dose activation of IL-2 secretion, usual class: activators; 330,000 tested, under 10 active; note: % of control where 0% means no effect
#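 Primary human leukocytes incubated 48 hr with anti-CD3 beads plus compound, without co-stimulation. Secreted IL-2 measured by HTRF (europium cryptate/d2 anti-IL-2 pair, 320 nm excitation, 665 nm emission).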
# TRPV1 agonist = human TRPV1 agonism; Q8NER1; activation, % at 8.33 µM; 320,000 compounds, 0.19% hits; TRPV1-expressing cells, Fluo-8 calcium influx, agonist mode; in the data active = activation above about 80%; inconclusive = between about 30% and that limit; note: 0% is about no effect
# Target sequence (Q8NER1 whole entry, looked up): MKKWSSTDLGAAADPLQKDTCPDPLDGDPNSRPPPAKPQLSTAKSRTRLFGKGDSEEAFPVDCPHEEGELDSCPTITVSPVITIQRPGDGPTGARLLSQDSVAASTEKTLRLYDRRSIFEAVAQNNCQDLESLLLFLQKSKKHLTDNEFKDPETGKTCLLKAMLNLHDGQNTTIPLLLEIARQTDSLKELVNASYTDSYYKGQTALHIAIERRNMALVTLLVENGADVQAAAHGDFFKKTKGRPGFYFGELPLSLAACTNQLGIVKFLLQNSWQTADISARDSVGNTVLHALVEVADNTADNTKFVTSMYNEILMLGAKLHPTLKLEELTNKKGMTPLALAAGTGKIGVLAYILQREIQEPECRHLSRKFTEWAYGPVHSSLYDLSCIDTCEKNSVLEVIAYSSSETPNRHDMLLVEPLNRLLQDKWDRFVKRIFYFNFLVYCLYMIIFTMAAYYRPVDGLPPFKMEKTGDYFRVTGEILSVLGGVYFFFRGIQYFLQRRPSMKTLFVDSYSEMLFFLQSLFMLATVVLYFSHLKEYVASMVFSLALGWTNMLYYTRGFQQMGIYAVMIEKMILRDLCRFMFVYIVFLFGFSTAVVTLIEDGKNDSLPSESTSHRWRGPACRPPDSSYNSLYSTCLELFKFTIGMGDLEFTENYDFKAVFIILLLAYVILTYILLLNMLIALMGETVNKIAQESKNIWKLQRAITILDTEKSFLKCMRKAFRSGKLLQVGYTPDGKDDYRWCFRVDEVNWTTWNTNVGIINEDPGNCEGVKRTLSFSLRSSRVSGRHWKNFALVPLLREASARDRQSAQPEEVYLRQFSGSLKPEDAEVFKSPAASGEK
#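 Cells expressing TRPV1 were dye-loaded with Fluo-8 and read kinetically: 10 s baseline, 3 min after compound (agonist portion), then 2 min after EC20 capsaicin (allosteric enhancer portion). Calcium-bound dye fluorescence at 480/520 nm.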
# p53 reactivator = re-activators of mutant p53; 320,000 compounds, 0.063% hits; H1299 p53-A138V BP100-luciferase reporter, luminescence, 24 h; Potency, µM (highest dose often 92.2 µM), without a hit: at the highest dose activity change, positive = activation, hits mostly activators; note: potency is the fitted concentration of half-maximal effect; % of control where 0% means no effect; nearly all actives have a fitted effect of over 45% in size
#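 H1299 (p53-null), stable ts p53-A138V + BP100-Luc; 1000 cells/well, Opti-MEM/10% FBS; cpd 4 pt, 1:5; 24 h, 37 deg C, 5% CO2; detection reagent 10 min RT; luminescence.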
# CXXC DNA block = blocks binding of human MLL CXXC domain to DNA | Q03164 | MLL-CXXC / FITC-HOXA9 DNA fluorescence polarization | Potency, µM (doses to about 115 µM), inactives show at the highest dose activity change, negative = inhibition, actives largely listed as inhibitors | 290,000 compounds, 0.037% hits | AID 2662; active = well fitted inhibition curve with a large enough effect in the polarisation, with a control signal flat, not every such curve was filed as active; inconclusive = small, poorly fitted or top-dose-only effect, or effect the other way, or a change in a side signal; inactive = no such curve, though single readings can be large or run the other way; the % refers to the polarisation; note: potency is the fitted concentration of half-maximal effect
#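 Fluorescence polarization: 7 uM MLL-CXXC (stock) preincubated 5 min with compounds, then 50 nM fluorescein-HOX-A9 DNA (stock) added; 30 min ambient. Buffer 50 mM Tris-HCl pH 7.5, 50 mM NaCl, 1 mM DTT, 0.05% BSA.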
# * marks the source's active call; other numbers are inactive results; ? = inconclusive; · = no result given; & = joins results of further samples; [ ] = another dose, or the depositor's remark. Unless noted, calls come from the whole dose curve; as a rule, active = well fitted curve in the direction sought with a large enough effect; inconclusive = small, poorly fitted or top-dose-only effect, or another doubt; inactive = no such curve, though single readings can be large; an effect the other way counts as inactive or inconclusive.
1) COc1cc(C2C(C(=O)OC(C)C)=C(C)Nc3[nH]c(=O)[nH]c(=O)c32)ccc1O (stereo not given)
2) Cc1ccc2c(C(=O)CSc3ccccc3)c(C)[nH]c2c1
3) O=C(c1ccco1)N1CCN(C(=O)C2CCCc3c2[nH]c2ccc(Cl)cc32)CC1 (stereo not given)
4) O=C(CNC(=O)c1ccc(Cl)cc1Cl)OCCOc1ccccc1F
5) Cc1ccc(OCCNC(=O)CNC(=O)c2ccc(Cl)c([N+](=O)[O-])c2)cc1
6) c1ccc2c(c1)nnn2-c1ncnc2sccc12
7) CCN(CC(=O)Nc1cc(Cl)ccc1C)C(=O)c1cc([N+](=O)[O-])ccc1N1CCOCC1
8) COc1ccc(C(=O)C(C)OC(=O)c2nc3nccc(C)n3n2)cc1 (stereo not given)

screen / no.	1	2	3	4	5	6	7	8
BRCA1 expr act	13%	40%	-9%	-12%	-15%	-21%	-43%	-18%
TSG101-PTAP inh	-9%	0%	-4%	1%	-3%	-1%	-1%	-13%
Integrin act MD	26%	-10%	-21%	-11%	-37%	-11%	-1%	-3%
B2AR arrestin	0.1%	0.1%	-0.5%	0.4%	-0.1%	-0.7%	-0.3%	-1.6%
AT treatment	1%	4%	1%	?	-5%	9%	1%	-7%
ELG1 DNA repair	13%	?	10%	-2%	?	?	-29%	?
TCR activator	1%	-1%[46.1 µM]	0%	4%	·	7%	2%	-37%
TRPV1 agonist	-3	0	?	·	·	5	7	-3
p53 reactivator	-2%	?	-5%	17%	7%	14%	1%	4%
CXXC DNA block	-4%	5%	-11%	·	·	3%	·	·

# Along the list, from the results shown:
# BRCA1 expr act, entries 2–5: 40%, -9%, -12%, -15%
# p53 reactivator, entries 2–5: ?, -5%, 17%, 7%
# ELG1 DNA repair, entries 2–5: ?, 10%, -2%, ?

# Further structures follow:
9) CCn1nc(C(=O)Nc2nc3ccccc3[nH]2)c2ccccc2c1=O
10) CCOC(=O)CNC(c1ccccc1)c1cc(Br)ccc1NC(=O)CCN1CCOCC1 (stereo not given)
11) COc1ccccc1C(c1c(O)nc(SC)[nH]c1=O)c1c(O)nc(SC)[nH]c1=O
12) CN(CC(=O)N1CCN(c2ccccc2)CC1)S(=O)(=O)c1cccs1
13) CCc1nc(N)c(C#N)c(-c2cccc3ccccc23)c1C
14) CCOc1ccc(S(=O)(=O)n2cc(F)c(=O)[nH]c2=O)cc1[N+](=O)[O-]
15) COc1ccc(C(=O)NC(C)CCc2ccccc2)c(O)c1 (stereo not given)
16) COc1cc(-c2nnn(Cc3ccccc3C)n2)cc(OC)c1OC

screen / no.	9	10	11	12	13	14	15	16
BRCA1 expr act	-4%	-84%	-6%	?	-9%	9%	23%	-29%
TSG101-PTAP inh	-16%	-1%	-1%	-3%	-4%	-5%	-9%	-4%
Integrin act MD	?	-66%[inhibitor]	4%	21%	22%	2%	26%	1%
B2AR arrestin	-0.5%	0.7%	·	0.0%	0.1%	-0.1%	0.0%	-1.0%
AT treatment	9%	?	·	2%	3%	-4%	19%	-9%
ELG1 DNA repair	?	5%	·	?	-2%	17%	-19%	23µM*
TCR activator	1%[46.1 µM]	-3%[46.1 µM]	4%	-7%	3%[46.1 µM]	-1%	0%	0%
TRPV1 agonist	7	2	·	29	1	2	-1	12
p53 reactivator	-6%	-20%	·	11%	2%	-5%	15%	-3%
CXXC DNA block	11%	15%	·	-3%	-8%	21%	12%	-1%

17) CNC(=O)CSc1nnc(CCc2ccccc2)n1-c1ccccc1
18) CC1CCOC2(O1)C(=O)Nc1ccccc12 (stereo not given)
19) CC(=O)N1c2ccc(S(=O)(=O)N3CCC(C(=O)Nc4ccccn4)CC3)cc2CC1C (stereo not given)
20) O=C(CNc1cccc2ccccc12)N/N=C/c1ccc[nH]1
21) Cc1cc(C)c(-n2c(SCCS(=O)(=O)c3ccc(F)cc3)n[nH]c2=O)c(C)c1
22) CCOc1cc(C(=O)Nc2cc(C)ccn2)cc(OCC)c1OCC
23) CCOc1cc(C(=O)Nc2cc(C)ccc2C)ccc1OCC(=O)N1CCCCC1
24) Cc1ccc(C)c2[nH]c(=O)c(C(c3nnnn3C(C)(C)C)N3CC=C(c4ccc(F)cc4)CC3)cc12 (stereo not given)

screen / no.	17	18	19	20	21	22	23	24
BRCA1 expr act	-40%	41%	-31%	0%	-42%	-27%	-16%	-31%
TSG101-PTAP inh	-4%	-1%	-4%	-1%	-2%	-3%	-8%	0%
Integrin act MD	21%	-2%	-31%	8%	-63%[inhibitor]	4%	7%	0%
B2AR arrestin	0.1%	0.1%	0.4%	0.0%	-1.1%	-0.3%	3.5%	-1.0%
AT treatment	17%	-3%	5%	-38%	-5%	2%	-1%	10%
ELG1 DNA repair	6%	-11%	?	18%	11%	?	-17%	7.3µM*
TCR activator	0%	5%	8%	0%	2%	-4%	-3%[46.1 µM]	1%
TRPV1 agonist	11	1	-1	15	-2	?	1	0
p53 reactivator	-11%	0%	-1%	0%	-3%	-22%	-20%	6%
CXXC DNA block	-4%	-1%	-2%	-2%	2%	-12%	-5%	12%

25) CCSc1ncc(Cl)c(C(=O)Nc2ccccc2OC)n1
26) CCn1ncc([C@@H]2C[C@H]3CN(Cc4ccccc4C)C(=O)[C@]34CCCN24)c1C
27) COc1ccc(OCCn2ccnc2C)cc1
28) O=C(Nc1ccccc1-c1ccccc1NC(=O)c1ccco1)c1ccco1
29) COc1cc(C(=C(CC(=O)O)C(=O)O)c2ccc3c(c2)OCO3)cc(OC)c1OC
30) Cc1c(CCOC(=O)C2C3CC4CC(C3)CC2C4)sc[n+]1CC(=O)c1ccc(Br)cc1 (stereo not given)
31) Cc1cccc(C(=O)OC(C)CN2CCCC2)c1 (stereo not given)
32) O=c1cc(N2CCCC2)[nH]c(=O)n1-c1ccc(Cl)cc1

screen / no.	25	26	27	28	29	30	31	32
BRCA1 expr act	-68%	44%	-14%	13%	-15%	-80%&-31%	-8%	-2%
TSG101-PTAP inh	-2%	-1%	0%	-3%	-2%	0%&1%	-1%	0%
Integrin act MD	-19%	4%	-2%	8%	20%	-18%&-54%	24%	10%
B2AR arrestin	-1.4%	0.0%	0.5%	0.2%	·	0.2%	-0.1%	?
AT treatment	0%	3%	6%	0%	·	0%	10%	-1%
ELG1 DNA repair	-19%	-1%	?	7%	·	6%	-1%	?
TCR activator	7%	-8%	-3%	-3%[46.1 µM]	8%	9%&-17%	-3%	3%[46.1 µM]
TRPV1 agonist	-5	3	2	1	·	-2	-2	5
p53 reactivator	·	-1%	10%	-9%	·	-16%	·	-7%
CXXC DNA block	6%	1%	0%	-5%	·	7%	1%	0%

33) O=C(c1ccccc1)N1N=C(c2ccccc2O)CC1c1ccccc1 (stereo not given)
34) COC(=O)c1cccc(S(=O)(=O)N(Cc2ccco2)Cc2cc3cc(OC)c(OC)cc3[nH]c2=O)c1
35) CCOc1ccc2oc(C(=O)NCc3nc4ccccc4[nH]3)c(C)c2c1
36) COc1ccc(C2=CCCCCC2)c(OC)c1OC
37) COc1ccc(-n2nc3c(c2NC(=O)C2CC2)CS(=O)C3)cc1 (stereo not given)
38) COc1ccc(CC(=O)Nc2ccccc2C(C)=O)cc1S(=O)(=O)N1CCOCC1
39) O=C(Cc1ccc(Cl)cc1)N1CCOCC1
40) CCc1cccc(-n2c(SCC(=O)c3c(N)n(C4CC4)c(=O)[nH]c3=O)nnc2N2CCOCC2)c1
41) COc1cccc(C2/C(=C(/O)c3ccccc3)C(=O)C(=O)N2Cc2ccco2)c1 (stereo not given)

screen / no.	33	34	35	36	37	38	39	40	41
BRCA1 expr act	-22%	-11%	-30%	11%	7%	-12%	4%	-22%	-27%
TSG101-PTAP inh	1%	-6%	-7%	-5%	-6%	-2%	-5%	-2%	-4%
Integrin act MD	3%	-7%	5%	19%	16%	-7%	-27%	8%	17%
B2AR arrestin	-0.2%	-0.2%	0.3%	·	-3.7%	-1.4%	4.9%	·	-0.4%
AT treatment	-10%	-3%	8%	·	-1%	12%	-7%	·	2%
ELG1 DNA repair	12%	23µM*	?	·	24%	-18%	2%	·	-12%
TCR activator	-1%	0%	1%	4%	4%	5%	·	-2%	11%
TRPV1 agonist	24	-2	9	·	0	-3	-4	·	-5
p53 reactivator	6%	1%	4%	·	26%	-4%	·	·	4%
CXXC DNA block	?	-1%	-1%	·	-13%	·	0%	·	-1%
